Screening results deposited in PubChem BioAssay by The Scripps Research Institute Molecular Screening Center.
TEAD-YAP block = TEAD-YAP interaction inhibition. HEK-TIYL cells, TEAD-Gal4/YAP UAS-luciferase luminescence. inhibition, % at 9.12 µM. actives 1.4% (n = 640,000). AID 1259422; in the data active = inhibition above about 32%;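 also: 0% = median of test compound wells and 100% = reference inhibitor wells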
MITF inh = blocks human microphthalmia-associated transcription factor; AlphaScreen MITF homodimerization, bead proximity signal; inhibition, % at 2.6 µM; actives 0.91% (n = 650,000); in the data active = inhibition above about 50%;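 also: 0% = vehicle wells with protein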
Target sequence (O75030 whole entry, looked up): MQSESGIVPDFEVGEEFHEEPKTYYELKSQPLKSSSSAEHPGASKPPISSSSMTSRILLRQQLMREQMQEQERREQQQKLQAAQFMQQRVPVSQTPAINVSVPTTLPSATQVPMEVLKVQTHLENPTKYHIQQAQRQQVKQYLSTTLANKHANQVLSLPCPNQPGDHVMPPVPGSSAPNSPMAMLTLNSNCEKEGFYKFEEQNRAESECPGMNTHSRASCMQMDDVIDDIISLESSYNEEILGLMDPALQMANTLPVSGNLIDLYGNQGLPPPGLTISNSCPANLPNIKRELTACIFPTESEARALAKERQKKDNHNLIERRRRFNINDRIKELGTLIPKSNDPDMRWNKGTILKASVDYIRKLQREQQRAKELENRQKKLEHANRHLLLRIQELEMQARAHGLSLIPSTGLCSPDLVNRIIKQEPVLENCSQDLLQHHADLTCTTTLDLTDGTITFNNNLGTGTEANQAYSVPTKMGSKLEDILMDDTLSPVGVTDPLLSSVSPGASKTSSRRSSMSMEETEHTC
GPR151 ag = activators of human GPR151. Q8TDV0. PathHunter beta-arrestin GPR151 cells, luminescence. activation, % at 11.2 µM. actives 1% (n = 650,000); in the data active = activation above about 4.9%;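 also: 0% = median of compound wells and 100% = cells with positive control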
Target sequence (Q8TDV0 whole entry, looked up): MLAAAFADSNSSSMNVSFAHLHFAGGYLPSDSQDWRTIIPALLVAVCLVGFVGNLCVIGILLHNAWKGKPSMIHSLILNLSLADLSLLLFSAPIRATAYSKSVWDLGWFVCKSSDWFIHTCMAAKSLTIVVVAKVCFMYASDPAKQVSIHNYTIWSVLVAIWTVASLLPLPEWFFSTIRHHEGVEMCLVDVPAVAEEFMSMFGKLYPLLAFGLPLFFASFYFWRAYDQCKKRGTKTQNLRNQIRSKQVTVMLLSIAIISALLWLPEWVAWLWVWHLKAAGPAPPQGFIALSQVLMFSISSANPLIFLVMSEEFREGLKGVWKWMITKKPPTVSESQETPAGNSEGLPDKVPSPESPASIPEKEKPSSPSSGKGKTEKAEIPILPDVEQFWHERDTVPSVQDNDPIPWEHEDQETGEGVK
FBW7 activator = human FBW7 E3 ligase activation, primary screen; Q969H0; AlphaScreen FBW7–phospho-cyclin E peptide binding, activator screen; normalized activity (activation), % at 26.1 µM; actives 0.13% (n = 650,000); AID 1259310; in the data active = normalized activity above about 1.9%;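 also: purified mutant Fbw7 with reduced substrate affinity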
* = called active by the depositor.

SMILES	TEAD-YAP block	MITF inh	GPR151 ag	FBW7 activator
COc1ccc(C2CC(c3ccc(Cl)cc3)Nc3ncnn32)c(OC)c1 (stereo not given)	8	23	0.0	0.1
CCOC(=O)c1c(NC(=O)c2cccs2)sc(C(=O)Nc2ccccc2F)c1C	-20	5	1.9	-0.1
CCCCOc1ccc(C(=O)Nc2ccc3nc(SCC(=O)Nc4ccc(Br)cc4)sc3c2)cc1	3	1	0.0	0.1
O=[N+]([O-])c1cccc(C2Nc3c(cccc3C(F)(F)F)C3C=CCC32)c1 (stereo not given)	-12	9	-1.5	-0.1
CCC(=O)N(Cc1cc2cc3c(cc2[nH]c1=O)OCO3)CC1CCCO1 (stereo not given)	-1	10	0.4	0.3
O=C1CCCC2=C1C(c1ccc(F)cc1)n1ncnc1N2 (stereo not given)	2	11	0.1	-0.1
O=S1(=O)c2cccc3cccc(c23)N1Cc1ccc(Cl)c(Cl)c1	-4	2	0.0	0.0
Cc1ccc(/C=C2\Oc3c(ccc(O)c3CN3CCCC3)C2=O)cc1	7	0	-0.8	-0.1
O=C(c1ccco1)N(c1ccccn1)C1CCCCC1	1	-3	-0.1	-0.2
O=C(CSc1nc2cc(Cl)ccc2o1)Nc1ccc(Br)cn1	-5	7	0.2	0.2
CC(=O)C(Sc1nc(N)c(NC(=O)c2ccco2)c(=O)[nH]1)C(C)=O	-5	-14	-0.4	-0.1
OCC1(CO)CSC(Nc2ccccc2)=N1	8	1	-0.6	0.1
Cc1ccc(C(=O)Nc2ccc(S(=O)(=O)Nc3ncccn3)cc2)o1	-8	11	0.6	-0.2
CCn1c(C(=O)O)c(CNCc2cccc(OC)c2)c2ccc(C)cc21	5	9	-0.3	0.0
Cc1oc2cc(O)ccc2c(=O)c1Oc1ccccc1F	-10	-18	0.2	-0.1
COc1c(Cl)cc(/C=C2/NC(=O)N(c3ccccc3)C2=O)cc1Br	-13	-26	-0.2	0.2
COCCNC(=O)C(=O)NCC1OCCCN1S(=O)(=O)c1ccc(C)cc1 (stereo not given)	9	11	-1.1	1.3
NC(=O)SCC(=O)Nc1cccc(Cl)c1	-2	-15	0.1	-0.2
COc1ccc(-c2c(C)n([O-])c3c([n+]2=O)CCCC3)cc1OC	-3	14	-1.0	0.1
O=C(Oc1ccccc1C(=O)O)c1ccccc1O	-4	0	0.1	0.4
CCOc1cc2c(cc1OCC)C(c1cccc([N+](=O)[O-])c1)CC(=O)N2 (stereo not given)	1	17	-0.3	-0.1
COc1ccc(OC)c(NC(=O)Nc2cc(C(=O)O)ccc2C)c1	3	4	-0.4	-0.1
Cc1ccc(-n2[nH]c(C)c(C=Nc3ccc(S(=O)(=O)N(C)C)cc3)c2=O)cc1C	23	8	-1.8	-0.2
CCC(C)OC(=O)C1=C(C)NC2=C(C(=O)CC(c3ccccc3)C2)C1c1ccc(F)cc1 (stereo not given)	6	-5	0.1	0.2
Cc1ccc(C(=O)Nc2ccc(Cl)cc2F)o1	-59	-6	-2.5	-0.1

An excerpt from above in order of count of non-hydrogen atoms, largest number first.
SMILES	TEAD-YAP block	MITF inh	GPR151 ag	FBW7 activator
CCCCOc1ccc(C(=O)Nc2ccc3nc(SCC(=O)Nc4ccc(Br)cc4)sc3c2)cc1	3	1	0.0	0.1
CCOC(=O)c1c(NC(=O)c2cccs2)sc(C(=O)Nc2ccccc2F)c1C	-20	5	1.9	-0.1
COCCNC(=O)C(=O)NCC1OCCCN1S(=O)(=O)c1ccc(C)cc1 (stereo not given)	9	11	-1.1	1.3
O=[N+]([O-])c1cccc(C2Nc3c(cccc3C(F)(F)F)C3C=CCC32)c1 (stereo not given)	-12	9	-1.5	-0.1
Cc1ccc(/C=C2\Oc3c(ccc(O)c3CN3CCCC3)C2=O)cc1	7	0	-0.8	-0.1
CC(=O)C(Sc1nc(N)c(NC(=O)c2ccco2)c(=O)[nH]1)C(C)=O	-5	-14	-0.4	-0.1
COc1ccc(-c2c(C)n([O-])c3c([n+]2=O)CCCC3)cc1OC	-3	14	-1.0	0.1
O=C(CSc1nc2cc(Cl)ccc2o1)Nc1ccc(Br)cn1	-5	7	0.2	0.2
Cc1oc2cc(O)ccc2c(=O)c1Oc1ccccc1F	-10	-18	0.2	-0.1
O=C(c1ccco1)N(c1ccccn1)C1CCCCC1	1	-3	-0.1	-0.2
Cc1ccc(C(=O)Nc2ccc(Cl)cc2F)o1	-59	-6	-2.5	-0.1
OCC1(CO)CSC(Nc2ccccc2)=N1	8	1	-0.6	0.1
NC(=O)SCC(=O)Nc1cccc(Cl)c1	-2	-15	0.1	-0.2

Carrying on:
SMILES	TEAD-YAP block	MITF inh	GPR151 ag	FBW7 activator
CCCCC(=O)Nc1sc2c(c1-c1nc3ccccc3s1)CCN(C(C)=O)C2	0	11	1.7	0.3
O=C1c2oc3ccccc3c(=O)c2C(c2ccccn2)N1Cc1ccccc1Cl (stereo not given)	7	4	-1.1	0.0
CN(C(=O)N1CCN(c2ccccc2)CC1)c1ccccc1	12	-11	1.6	0.0
CCOc1ccc(CN2CCNC(=O)C2CC(=O)NCc2cc(OC)cc(OC)c2)cc1 (stereo not given)	8	-4	0.1	-0.2
COc1ccc(/C=N/NC(=O)CCc2n[nH]c(=O)[nH]c2=O)cc1O	2	-4	2.2	-0.1
COc1ccccc1-n1nnc(C(=O)Nc2cccc(C)c2C)c1C	-43	5	0.3	0.0
Cc1cc(C=C2C(=O)NC(=O)NC2=O)c(C)n1-c1cccc(I)c1	5	4	-1.0	-0.1
Cc1ccc(CNC(=O)CCCC(=O)c2ccccc2)cc1	11	-7	1.1	-0.1
COc1cccc(OCC(=O)Nc2ccc(OCc3ccccc3)cc2)c1	-4	6	-1.4	0.5
O=C(NN1C(=O)c2ccccc2C1=O)c1ccc2c(c1)C(=O)N(c1ccc(Br)cc1)C2=O	8	0	0.4	0.1
CCOC(=O)c1ccc(-n2c(=S)sc3c2nc(SC)n2c4ccccc4nc32)cc1	-1	16	-0.9	0.3
CCN(CC)C(c1ccc(C)cc1)c1nnnn1CC1CCCO1 (stereo not given)	9	9	-1.3	1.1
Cn1ccnc1CN1CCN(Cc2c(C(=O)N3CCCC3)nc3sccn23)CC1	-5	-2	-0.8	0.0
CCSc1nnc(NC(=O)c2cc(OC)cc(OC)c2)s1	-4	8	-0.9	-0.2
COCCNc1oc2c(c1-c1cccc(F)c1)c(=O)oc1ccccc12	8	4	1.4	0.1
O=[N+]([O-])c1ccc(NCCCO)c([N+](=O)[O-])c1	-2	0	1.1	0.0
CCCc1nnc(NC(=O)NCCN2C(=O)C3C4C=CC(C4)C3C2=O)s1 (stereo not given)	2	7	0.4	0.0
CSCCC(NC(=O)c1cccc(C)c1)C(=O)OCC(=O)NC(=O)c1cccn1C (stereo not given)	-2	-1	-0.9	0.0
CCN1CCCC1CNS(=O)(=O)c1cc(Br)cc2c1N(C(C)=O)CC2 (stereo not given)	6	18	-0.1	0.3
COc1cc(/C=N/NC(=O)c2cc(C)[nH]n2)c(Br)c(Br)c1O	4	17	0.6	0.2
COc1ccc(CCNc2ncnc3nc(Nc4nccc5ccccc45)[nH]c23)cc1	-13	11	-0.4	0.0
Cc1cc(-c2cncnc2C2CCN(CC(=O)Nc3nccs3)CC2)on1	14	11	0.3	0.1
C/C(=C\c1ccccc1)C(=O)Nc1c(C)n(C)n(-c2ccccc2)c1=O	2	-24	0.5	0.0
COc1cccc(NC=C2C(=O)OC3(CCCCC3)OC2=O)c1	-6	0	-1.5	0.1
CCCn1c(=O)[nH]c(=O)c2c1nc(-c1ccc(C(C)(C)C)cc1)n2CCN1CCOCC1	-15	8	-0.4	0.1

Later entries
SMILES	TEAD-YAP block	MITF inh	GPR151 ag	FBW7 activator
Cn1c2ccccc2n2c(=O)c(C#N)c(-c3ccccc3)c(C#N)c12	4	-3	1.6	0.2
CCN(CC)CC(C)OC(=O)c1ccccc1Br (stereo not given)	0	8	-1.2	0.4
CN(C)c1nc(Oc2ccc(=O)[nH]n2)nc(N(C)C)n1	-3	3	0.6	0.0
FC(F)(F)c1cccc(-c2nnc3ccc(C(F)(F)F)cn23)c1	-4	1	-0.3	-0.1
COC(=O)c1c(C)oc2ccc(N(C(=O)c3ccccc3Cl)S(=O)(=O)c3ccc(C)cc3)cc12	2	11	-0.3	0.6
Cc1ccc(S(=O)(=O)N2CCN(CC(=O)Nc3cc(Cl)ccc3Cl)CC2)cc1	1	-4	-1.0	0.0
COc1ccc2c(c1)CC(c1nc3c(N(C)CCN(C)C)cc(-c4cn[nH]c4)cc3c(=O)[nH]1)CO2 (stereo not given)	30	20	0.4	0.6
CCc1ccccc1N1C(=O)NC(=O)/C(=C\c2cc(C)n(-c3ccncc3)c2C)C1=O	0	6	-0.5	-0.8
Cc1cn(S(=O)(=O)c2ccc([N+](=O)[O-])c(C)c2C)cn1	-9	5	-0.8	-0.1
O=C1C2C3C=CC(O3)C2C(=O)N1c1ccccc1I (stereo not given)	-2	-8	-1.6	0.0
O=C(O)c1cc(-c2ccc(I)cc2)nc2ccccc12	-5	5	-0.2	0.0
COc1ccc(CN2CC(C)CC(C)C2)c(OC)c1 (stereo not given)	0	-7	-0.5	0.5
COc1ccc2ccc(OC)c(C3C(C#N)=C(N)Oc4n[nH]c(C)c43)c2c1 (stereo not given)	-4	7	0.0	-0.2
COc1ccccc1N1CCN(C(=O)c2ccc(S(=O)(=O)c3ccccc3Cl)c([N+](=O)[O-])c2)CC1	19	-2	-1.8	0.0
CC(C)OCCCNC(=O)c1ccc(CNc2nc(=S)[nH]c3ccccc23)cc1	-10	-6	0.3	-0.3
O=C(CCN1CCN(c2ccc(F)cc2)CC1)Nc1ccc(F)cc1	-2	-1	0.1	-0.1
Cc1ccc2cc3c(N)c(C(=O)NCc4ccc5c(c4)OCO5)sc3nc2c1	0	-2	-0.2	-0.1
CCOCC(=O)Nc1ccccc1C(F)(F)F	9	7	0.2	0.3
O=C1[C@@H]2C[C@H](NCc3cc(F)ccc3F)CN2C(=O)[C@@H]2CCCN12	1	2	1.2	0.0
Cc1cccc(NC(=O)Nc2cnn(-c3cccc(C(=O)Nc4cc(C)c(C)c(C)c4)c3)c2)c1	-4	-9	1.1	0.2
Cc1cc(C)c(S(=O)(=O)Nc2cc(C(C(=O)OC(C)C)C(=O)C(F)(F)F)c(O)c3ccccc23)c(C)c1 (stereo not given)	3	7	0.1	0.0
CCN(CC)C(=O)c1ccc2c(=O)n(-c3ccc(F)cc3)c(=S)[nH]c2c1	17	-15	5.0*	-0.1
C/C(=N/OC(=O)C1CC12CCC2)c1ccccc1 (stereo not given)	-2	-10	-0.2	0.1
Cc1cccn2c(=O)c3c(nc12)CCN(C(=O)c1ccco1)C3	-11	0	0.2	-0.2
CCOC(=O)/C(C(N)=NCC(C)C)=C(/O)c1ccccc1	-20	-15	-0.9	0.2

More records:
SMILES	TEAD-YAP block	MITF inh	GPR151 ag	FBW7 activator
O=C(Nc1cc(C(F)(F)F)ccc1N1CCCC1)c1ccc2c(c1)OCO2	0	-15	2.3	0.2
CCOc1ccc(CNc2ccc3oc(-c4ccccc4C)nc3c2)cc1	-55	-11	1.9	0.2
CCCCOC(=O)c1cc(=O)[nH]c2ccccc12	-21	15	-0.4	-0.3
Cc1ccnc(NC(=O)COc2cc(C)c(Cl)c(C)c2)c1	-4	17	0.3	0.2
Cc1cccc(NC(=O)c2sc3nc(C)n(C)c(=O)c3c2C)c1	-45	-4	0.0	0.0
Cc1cccc2nc(NC(=O)c3ccccc3F)sc12	-35	14	-5.2	0.0
COc1cccc(CNCCC2CCC(=O)N2CC(C)c2ccccc2)c1 (stereo not given)	8	4	-1.5	0.0
NC(=O)c1ccc(-c2nccc(NCc3nc4ccccc4[nH]3)n2)cc1	11	-1	-1.0	0.0
Cc1ccc(C(C)(C)C)c(OCCOCCNC(C)C)c1	4	20	1.9	0.1
O=C1CCCC2=C1C(c1cccc(Br)c1)Nc1ccccc1N2 (stereo not given)	-2	14	-0.4	0.4
Cc1cc(N2C(=O)C=CC2=O)c([N+](=O)[O-])cc1C	-1	5	0.9	-0.1
O=C1c2ccccc2C(=O)N1CCC(O)C[N+](=O)[O-] (stereo not given)	-2	9	0.4	0.4
COc1ccc(N2CCN(C(=O)c3ccc(Cl)cc3Cl)CC2)nn1	2	1	0.7	-0.1
COc1cc(C(=O)NCCOc2cc(C)cc(C)c2)c(Br)c(OC)c1OC	2	-7	0.5	0.0
Clc1ccc(-c2csc(N3CCc4ccccc4C3)n2)cc1	6	-6	-0.5	-0.1
CC(C)Sc1nc2c(c(=O)[nH]1)C(c1cccnc1)C1=C(CC(C)(C)CC1=O)N2 (stereo not given)	-10	0	0.2	-0.2
CCN1CCN(c2cc(C)c3cc(NC(=O)c4cc([N+](=O)[O-])ccc4F)ccc3n2)CC1	9	5	-1.4	-0.1
COC(=O)C(C)Sc1nc(N)c(NC(=O)c2ccco2)c(=O)[nH]1 (stereo not given)	-2	2	1.8	-0.1
CCOc1ccc(CN(C)C(=O)C2=NNC(=O)CC2)cc1	4	13	-0.7	0.1
CC12COC3(C(=O)Nc4cccc(Cl)c4)CC1CCC32C (stereo not given)	-13	-2	-0.7	-0.1
CCOc1ccc(NC(=O)CC2C(=O)N(C)C(=S)N2CCNC(C)=O)cc1 (stereo not given)	-2	6	1.3	-0.1
CCOC(=O)CSc1nc2c(c(=O)n1Cc1ccccc1)C1(CCCCC1)Cc1ccccc1-2	3	12	-0.6	0.0
CC(=O)C1=C(C)NC(SCC(=O)c2ccc(Cl)cc2)=C(C#N)C1c1ccccc1Cl (stereo not given)	5	3	0.7	0.2
CCc1cc2c(cc3c(=O)n(CC(=O)N4CCN(Cc5ccccc5)CC4)ncn32)s1	6	11	-0.6	-0.3
COc1ccc(CNC(=O)Nc2ccc(-c3nc4ccccc4o3)cc2)cc1	-24	9	1.5	-0.3
